# High-throughput results from PubChem.
# WRN inhibitor: qHTS for Inhibitors of WRN Helicase. hit rate 0.46% among 360,000. Potency, µM (top dose mostly 114 µM), without a hit: at the highest dose activity change, negative = inhibition, most hits filed as inhibitors. AID 651768, 2012. Bifunctional 3'-5' exonuclease/ATP-dependent helicase WRN (Homo sapiens), Q14191. WRN helicase unwinding, fluorescent forked duplex, kinetic; further: potency means the concentration at half of the fitted maximal effect; on the % scale 0 is the no-effect control and ±100 the full control effect; nearly all actives have a fitted effect of over 55% in size
#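 WRN at 20 nM final preincubated with compound 15 min at room temperature; reaction started with 100 nM fluorophore/quencher forked duplex oligonucleotide and 2 mM ATP final. Unwinding followed kinetically by red fluorescence (ex 525, em 598 nm).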
# PI5P4Ka inh: qHTS for Inhibitors of phosphatidylinositol 5-phosphate 4-kinase (PI5P4K) | Phosphatidylinositol 5-phosphate 4-kinase type-2 alpha (Homo sapiens), P48426 | PI5P4Kalpha enzyme, ADP-Glo luminescence, 60 min; active compounds read low | max response, % | hit rate 1.2% among 330,000; active means max response of -50% or lower; inconclusive means between -30% and -50%; inactive means -30% or higher; further: value at the top dose of about 77 µM; on the % scale 0 is the no-effect control and ±100 the full control effect
# Target sequence (P48426 whole entry, looked up): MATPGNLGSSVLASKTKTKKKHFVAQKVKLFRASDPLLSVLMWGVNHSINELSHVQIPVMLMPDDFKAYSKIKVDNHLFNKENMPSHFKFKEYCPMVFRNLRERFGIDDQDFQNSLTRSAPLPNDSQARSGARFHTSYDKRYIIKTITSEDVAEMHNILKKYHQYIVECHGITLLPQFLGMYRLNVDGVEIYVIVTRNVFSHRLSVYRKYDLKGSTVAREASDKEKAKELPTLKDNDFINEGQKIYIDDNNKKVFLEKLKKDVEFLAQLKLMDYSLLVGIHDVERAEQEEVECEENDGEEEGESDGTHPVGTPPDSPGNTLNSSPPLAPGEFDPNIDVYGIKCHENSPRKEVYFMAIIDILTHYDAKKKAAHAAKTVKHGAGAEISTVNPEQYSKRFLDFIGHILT
#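 Luminescence from ADP-Glo served as readout of PI5P4Kalpha activity in a qHTS format. Reaction: enzyme, substrate, compound, ATP at 5 microM final, 60 min at RT.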
# FUS suppressor: qHTS for Suppressors of FUS Proteinopathy: Primary screen using FUS-linked yeast assay; hit rate 0.24% among 390,000; Potency, µM (series often up to 76.6 µM), inactives show at the highest dose growth rescue (activation), actives largely listed as activators; S. cerevisiae FUS-expressing, growth rescue, OD600, 24 h;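 further: potency means the concentration at half of the fitted maximal effect; plate controls were DMSO vehicle for no effect and reference control for full effect; nearly all actives have a fitted effect of over 55% in size; some results filed as inactive show a strong effect at the top dose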
#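 FUS-expressing yeast, raffinose-pregrown, induced in 2% galactose minimal medium at OD 0.005; compounds in a dilution series, 24hr at 30C. Growth restoration read as absorbance at 600 nm. CP55940 positive control, DMSO negative.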
# aSyn yeast inh: qHTS of alpha-syn Inhibitors | Yeast expressing alpha-synuclein, growth rescue, BacTiter-Glo, 24 h | Potency, µM (titrated, usually from 46.1 µM), for inactives: top-dose growth rescue (activation), hits mostly activators | hit rate 0.14% among 370,000 | AID 652106, 2013; further: potency means the concentration at half of the fitted maximal effect; % of control where 0% means no effect; nearly all actives have a fitted effect of over 65% in size
#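 Rescue of yeast growth: cells expressing toxic alpha-synuclein, induced in galactose at OD600 0.02, incubated with compound 24 h at 30 C. ATP luminescence quantified growth; inhibitors of toxicity appear as activators.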
# EPAC1 antagonist: qHTS for Antagonist of cAMP-regulated guanine nucleotide exchange factor 3 (EPAC1): primary screen; EPAC1 GEF assay, Rap1b-BODIPY-GDP exchange fluorescence; Rap guanine nucleotide exchange factor 3 (Homo sapiens), O95398; Potency, µM (doses to about 115 µM), for inactives: at the highest dose activity change, negative = inhibition, actives largely listed as inhibitors; hit rate 0.14% among 360,000;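 further: potency means the concentration at half of the fitted maximal effect; plate controls were vehicle for no effect and positive control for full effect; nearly all actives have a fitted effect of over 50% in size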
# IL-2 act: qHTS of IL-2 Activators; IL-2 activation reporter assay, cell-based qHTS; stimulated with anti-CD3/CD4/CD28 beads; in transgenic mouse T cells; activation, % (series mostly up to about 46 µM); hit rate 0.065% among 360,000; in the data active means activation above about 50%; inconclusive means mostly about 30% to 49%; further: 0% is about no effect
#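 Unstimulated transgenic mouse T cells preincubated 60 min with compound, then stimulated with anti-CD3/anti-CD4-coated beads plus anti-CD28 for 18 h at 37 degrees C. IL-2 response read as EGFP and DsRed fluorescence by plate cytometry.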
# Abeta rescue: qHTS for compounds that reverse cellular toxicity of Amyloid beta (A-beta) peptide in yeast: Primary Screen; Potency, µM (doses to about 46.1 µM), without a hit: top-dose growth rescue, actives largely listed as activators; AID 1347071, 2019; hit rate 0.063% among 410,000; yeast expressing A-beta42, growth rescue, OD600, 48 h; response scale: 0% DMSO, 100% iron-clioquinol control; further: potency means the concentration at half of the fitted maximal effect; nearly all actives have a fitted effect of over 55% in size
#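 Yeast A-beta toxicity model in growth medium with pinned compounds, 48 h at 30 C; growth read as absorbance at 600 nm. Normalized to FeCl3/clioquinol equimolar mix (positive) and DMSO (negative).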
# EPAC1 ag: qHTS for Agonist of cAMP-regulated guanine nucleotide exchange factor 3 (EPAC1): primary screen; Rap guanine nucleotide exchange factor 3 (Homo sapiens), O95398; EPAC1 agonist qHTS, biochemical assay; response scale: 100% = response to 6.5 mM cAMP; Potency, µM (titrated, usually from 154 µM), inactives show top-dose activation, actives largely listed as activators; hit rate 0.073% among 360,000; further: potency means the concentration at half of the fitted maximal effect; nearly all actives have a fitted effect of over 60% in size
#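 Nucleotide exchange assay: 100 nM EPAC1 with 250 nM Rap1B loaded with BODIPY-GDP and 50 uM GDP, room temperature. Fluorescence (480/540 nm) read every 5 min for 30 min; signal change normalized to 6.5 mM cAMP as full agonist.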
# PLK1 PBD inh: qHTS for Inhibitors of PLK1-PDB (polo-like kinase 1 - polo-box domain): Primary Screen; AID 720504, 2013; Plk1 PBD binding of FITC phosphopeptide, fluorescence polarization; hit rate 2.8% among 360,000; Potency, µM, for inactives: max response, negative = inhibition, actives largely listed as inhibitors; Serine/threonine-protein kinase PLK1 (Homo sapiens), P53350; further: potency means the concentration at half of the fitted maximal effect; series mostly up to about 57 µM; on the % scale 0 is the no-effect control and ±100 the full control effect; nearly all actives have a fitted effect of over 65% in size
# Target sequence (P53350 whole entry, looked up, the tested form may be a part): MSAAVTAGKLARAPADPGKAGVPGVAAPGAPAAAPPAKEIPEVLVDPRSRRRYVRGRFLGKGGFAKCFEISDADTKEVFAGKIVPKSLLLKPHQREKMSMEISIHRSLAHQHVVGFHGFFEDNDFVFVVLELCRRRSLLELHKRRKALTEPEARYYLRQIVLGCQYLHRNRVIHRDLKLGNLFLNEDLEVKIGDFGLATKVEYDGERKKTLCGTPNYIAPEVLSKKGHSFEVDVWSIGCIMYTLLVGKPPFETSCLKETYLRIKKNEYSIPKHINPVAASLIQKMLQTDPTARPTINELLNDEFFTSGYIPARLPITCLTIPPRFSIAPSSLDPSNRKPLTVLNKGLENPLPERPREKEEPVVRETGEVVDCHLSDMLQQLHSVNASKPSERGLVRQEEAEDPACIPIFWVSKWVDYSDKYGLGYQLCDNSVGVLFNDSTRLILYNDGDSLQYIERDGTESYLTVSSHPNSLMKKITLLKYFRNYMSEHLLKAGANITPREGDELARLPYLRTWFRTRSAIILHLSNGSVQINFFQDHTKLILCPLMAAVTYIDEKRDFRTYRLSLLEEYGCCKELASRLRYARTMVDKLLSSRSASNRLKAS
# An asterisk follows results filed as active; ? = inconclusive; . = no result given; & = joins results of further samples; [ ] = remark or other dose. Unless noted, the call rests on the fitted dose curve; in most records, active means well fitted curve in the direction sought with a large enough effect; inconclusive means small, poorly fitted or top-dose-only effect, or another doubt; inactive means no such curve, though single readings can be large; an effect the other way counts as inactive or inconclusive.
SMILES,WRN inhibitor,PI5P4Ka inh,FUS suppressor,aSyn yeast inh,EPAC1 antagonist,IL-2 act,Abeta rescue,EPAC1 ag,PLK1 PBD inh
Cc1ccc(N(CCC(=O)NC(C)(C)C)S(=O)(=O)c2ccc(C)cc2)cc1,-7%,0,25%,7%,-18%,2.0,12%,-1%,-6%
NCCN1CCN(S(=O)(=O)c2ccc([N+](=O)[O-])cc2)C=C1c1ccc(Cl)cc1,1%,6,-3%,2%,4%,-0.8,0%,3%,-8%
Cc1ccc(CNC(=O)c2nnn(-c3cccc(C)c3)c2N)cc1,4%,2,-6%,-7%,2%,-3.3,-5%,3%,-2%
Cc1ccc(S(=O)(=O)N2CCC(=O)N(C(COCc3cccc(Cl)c3)Cc3ccccc3)CC2)cc1 (stereo not drawn),11%,12,23%,7%,2%,-0.4,14%,-5%,5%
O=C(NC1(C(=O)O)CCCC1)C(Cl)Cl,4%,-3,-15%,4%,-3%,-0.9,19%,0%,5%
COc1cc2c(cc1OC)CN(C(=O)c1cc(C3CC3)nn1-c1ccccc1)CC2,7%,5,?,-3%[1.84 µM],7%,0.4,-12%,-2%,-5%
Cc1ccc(/C(N)=N/OC(=O)COc2cccc3ccccc23)cc1,3%,29,-16%,0%,-5%,0.2,2%,3%,-1%
C/C(=N\Nc1cccc([N+](=O)[O-])c1)c1cc2ccccc2o1,-3%,11,8%,-14%,16%,2.2,-13%,-6%,-15%
COc1ccc(NC(=O)CN2CCN(Cc3ccccc3)CC2)cc1,3%,3,-10%,-4%,1%,0.9,0%,-3%,-8%
Cn1nc(-c2ccc(OCC(=O)Nc3ccccc3)cc2)c2ccccc2c1=O,-2%,-5,43%&26%,.,-5%,-2.9,-25%&-64%,8%,2%
O=C(N/N=C/c1ccccc1O)C1CCCC1,2%,1,-23%,0%,-2%,-2.2,-2%,11%,-5%
Cn1cc(CN2CCN(Cc3ccccc3)C(CCO)C2)c(-c2ccccc2)n1 (stereo not drawn),-1%,1,-4%,1%,-6%,1.8,-4%,-10%,-2%
Cc1cccc(N2CN(S(=O)(=O)c3cccc([N+](=O)[O-])c3)c3nc4ccccc4nc32)c1,-11%,2,-20%,14%,1%,-0.4,12%,5%,3%
COc1ccc2oc(C(=O)N3CCN(S(=O)(=O)c4cccc([N+](=O)[O-])c4)CC3)c(C)c2c1,0%,-9,1%,14%,-25%,-3.0,10%,-8%,1%
C=CCNC(=O)N1CCC(c2nc3ccccc3s2)CC1,5%,0,5%,1%,0%,-0.5,3%,-1%,-5%
CCOC(=O)N1CCC(N2C(=O)c3ccccc3C2Nc2ccc(Cl)cn2)CC1 (stereo not drawn),-6%,-2,-22%,?,-9%,-1.6,2%,-12%,0%
Nc1ncc(-n2cncn2)c(-c2ccc(Cl)cc2)n1,-2%,-14,2%,-4%,-9%,-0.9,8%,5%,-13%
COC(=O)c1ccc(NC(=O)CCN2CCN(c3ccccc3)CC2)cc1,-17%,-2,-1%,-2%,-9%,-0.6,7%,6%,-27%
Cn1c(=O)n(Cc2ccc(F)cc2)c(=O)c2c1nc1n2CCCN1C1CCCCC1,-4%,8,2%,7%,-9%,-0.2,-1%,0%,-12%
CCOC(=O)N1CCN(c2c(NCC3CCN(Cc4cccc(C)c4)CC3)c(=O)c2=O)CC1,5%,-4,-13%,0%,-3%,-0.6,3%,6%,0%
CCOC(=O)N1CCN(S(=O)(=O)c2ccc(C(=O)Nc3sc4c(c3C#N)CC(C)(C)NC4(C)C)cc2)CC1,0%,-1,36%,0%,-15%,1.0,14%,-7%,3%
CC1CN(C(=O)CS(=O)(=O)Cc2ccc(Cl)cc2)CC(C)O1 (stereo not drawn),-1%,-1,-13%,-4%,4%,0.8,0%,9%,-2%
NS(=O)(=O)c1ccc(S(=O)(=O)c2ccccc2)nc1,-1%,3,15%,-1%,-9%,0.2,-1%,1%,-2%
O=C(Nc1ccc(C(=O)O)cc1)/C(=C\c1ccccc1)NC(=O)c1ccccc1,-20%,4,.,9%,8%,0.0,3%,3%,1%
CCN(CC1CCCO1)C(=O)CCc1nnc(Cc2ccc3c(c2)OCO3)o1 (stereo not drawn),2%,-2,-6%,0%,-5%,-1.4,6%,3%,-3%
COc1ccc(N2C(=O)C3CC=C(Cl)CC3C2=O)cc1 (stereo not drawn),-28%,.,26%,0%,-10%,-2.6,15%,1%,-2%
O=C(c1ccccc1)C1CCN(C(=O)c2cccs2)CC1,4%,7,-21%,7%,5%,0.5,-10%,-3%,4%
Cc1nc(SCC(=O)NCc2ccco2)nc(C)c1C,7%,.,-2%,-1%,6%,-2.0,30%,-3%,-6%
Nn1c(SCC(=O)Nc2ccccc2Oc2ccccc2)nnc1C1CC1,5%,-2,2%,-4%,-3%,0.1,8%,6%,-16%
N#Cc1cc2c(nc1SCC(=O)Nc1sc3c(c1C#N)CCC3)CCC2,-10%,-17,13%,6%,2%,1.7,2%,7%,1%
Cc1ccc(NC(=O)CCN2C(=O)C3CC=CCC3C2=O)cc1Cl (stereo not drawn),-3%,3,5%,0%,12%,0.2,-1%,-6%,-1%
CCc1nc(SCC(=O)Nc2cc(OC)ccc2OC)c2c(C)c(C)sc2n1,-15%,-15,6%,-1%,-1%,-4.8,-11%,7%,-6%
CCc1ccc(-c2nc(SCC(=O)c3c(N)n(C4CC4)c(=O)[nH]c3=O)n[nH]2)cc1,-2%,-9,-1%,-2%,-10%,-0.6,-3%,-6%,-7%
O=C(COC(=O)C12CC3CC(CC(Cl)(C3)C1)C2)N1CCCCC1,-7%,-2,2%,7%,-5%,-0.5,5%,0%,-2%
O=S1(=O)N=C(N=Nc2c(O)[nH]c3ccccc23)c2ccccc21,-7%,-22,5%,-2%,3%,-3.6,-5%,-5%,2%
N#Cc1ccccc1NC(=S)NC(=O)c1cccnc1,-11%,-24,2%,18%,-8%,0.5,-1%,0%,12µM*
O=C(CN1C(=O)NC2(CCCCC2)C1=O)Nc1ccc2c(c1)CCC2,3%,0,16%,3%,-9%,-1.1,3%,2%,2%
COCCn1c(COc2cccc(OC)c2)nnc1SCC(=O)NC1CCCCC1,-3%[57.1 µM],-2,0%,-7%,-17%,-0.4,-24%,-2%,-1%
C=CCOc1ccc(CNCc2cccnc2)cc1,-8%,-2,1%,7%,2%,-0.4,1%,0%,-8%
CC(=C/c1ccc(C(C)C)cc1)/C=N/NC(=O)CSc1ccccn1,-9%,4,-4%,9%,-6%,0.0,25%,10%,-3%

# One compound at a time, from the list above. Order of values: WRN inhibitor | PI5P4Ka inh | FUS suppressor | aSyn yeast inh | EPAC1 antagonist | IL-2 act | Abeta rescue | EPAC1 ag | PLK1 PBD inh
# `O=C(CN1C(=O)NC2(CCCCC2)C1=O)Nc1ccc2c(c1)CCC2` is entered as 3% | 0 | 16% | 3% | -9% | -1.1 | 3% | 2% | 2%
# `C=CCOc1ccc(CNCc2cccnc2)cc1` is entered as -8% | -2 | 1% | 7% | 2% | -0.4 | 1% | 0% | -8%

# Other records
SMILES,WRN inhibitor,PI5P4Ka inh,FUS suppressor,aSyn yeast inh,EPAC1 antagonist,IL-2 act,Abeta rescue,EPAC1 ag,PLK1 PBD inh
O=C(COC(=O)c1ccccc1NC(=O)c1ccco1)NC1CCS(=O)(=O)C1 (stereo not drawn),-9%,3,5%,0%,-15%,0.6,-8%,-1%,-8%
CCSc1nc(C)nc2sc(C)c(C)c12,0%,6,-21%,3%,4%,-0.8,8%,1%,-22%
COc1ccc(N2CCN(S(=O)(=O)CCNC(=O)/C=C/c3ccc4c(c3)OCO4)CC2)cc1,-11%,-11,-14%,-8%,-6%,1.2,10%,7%,-8%
COc1ccc(N[C@@H]2CCN3C(=O)c4ccccc4[C@@H]3C[C@H]2O)cc1,0%,1,-2%,-3%,-3%,0.4,8%,9%,-11%
COc1cc(NC(=O)c2cnn3c(C(F)F)cc(C4CC4)nc23)c(OC)cc1Cl,-1%,5,-7%,-3%,14%,0.7,8%,7%,3%
COCC(=O)Nc1cc(C(=O)OC)cc(C(=O)OC)c1,-16%,-7,.,-1%,-7%,-0.3,11%,-1%,-6%
Cc1ccc2nc(SCC(=O)NCc3cccs3)c(C#N)cc2c1,64%[activator],.,15%,-2%,12%,-1.5,17%,-2%,2%
N#CC(c1ccc(Cl)cc1)c1ccc2c(C(F)(F)F)cc(C(F)(F)F)nc2n1 (stereo not drawn),10%,-11,-21%,-37%[inhibitor],-11%,-0.7,-12%,-21%,-14%
O=C(O)c1cc(-c2ccccn2)n[nH]1,-13%,-12,-20%,.,-1%,-0.4,?,-4%,-2%
O=C(Nc1cccc(Oc2ccc3c(c2)C(=O)NC3=O)c1)c1ccco1,-8%,.,1%,11%,12%,-2.8,7%,2%,-6%
CCOC(=O)CSc1nc2ccccc2c(=O)n1CC(C)C,1%[57.1 µM],2,3%,-8%,-29%,-0.8,3%,4%,-6%
C[C@H](CO)N1C[C@H](C)[C@@H](CN(C)C)Oc2c(NS(=O)(=O)c3ccccc3)cccc2C1=O,7%,-4,-11%,-11%,7%,-2.9,3%,4%,-15%
COc1ccc(C(=O)NCc2ccc3c(c2)OCO3)c(OC)c1,-5%,-9,9%,1%,-4%,0.3,-1%,-5%,27µM*
